# Screening results from PubChem BioAssay.
# BoNT A protease = BoNT/A light chain protease inhibitors, primary screen, biochemical, flow cytometry, MLPCN library; Botulinum neurotoxin type A light chain protease (Clostridium botulinum A str. ATCC 3502); multiplex microsphere protease substrate cleavage; inhibition, % at 10 µM; 360,000 tested, 0.17% active; further: plate controls were buffer without enzyme for full effect and enzyme alone for no effect
# Anthrax LF prot = Bacillus anthracis LF protease inhibitors, primary screen, biochemical, multiplex microsphere, MLPCN library; multiplex microsphere protease cleavage assay; inhibition, % at 10 µM; 360,000 tested, 0.12% active; further: plate controls were buffer without enzyme for full effect and enzyme alone for no effect
# Yp Topo-I inh = Yersinia pestis topoisomerase I inhibitors, primary screen, biochemical, cleavage product accumulation, plate reader, single point. Y. pestis Topo-I cleavage product accumulation. DNA topoisomerase I (Yersinia pestis CO92). 360,000 tested, 0.064% active. activity, % at 10 µM; in the data active means activity above about 50%, passing the limit was not always enough; inconclusive means no clear call, values can overlap the other calls; further: inactives centre near 2
# BoNT-F LC inh = BoNT/F light chain protease inhibitors, primary screen, biochemical, flow cytometry, MLPCN library | AID 588497, 2011 | 360,000 tested, 0.22% active | Multiplex microsphere protease cleavage assay | inhibition, % at 10 µM | Botulinum neurotoxin type F light chain protease (Clostridium botulinum); in the data active means inhibition above about 35%, passing the limit was not always enough; inconclusive means no clear call, values can overlap the other calls; further: plate controls were buffer without enzyme for full effect and enzyme alone for no effect
# PfHsp40 rescue = rescue of yeast from PfHsp40 toxicity, primary screen, S. cerevisiae, ATP luminescence. 340,000 tested, 0.68% active. growth rescue, % at 12.5 µM. S. cerevisiae expressing PfHsp40, growth rescue; in the data active means growth rescue above about 28%, passing the limit was not always enough; inconclusive means no clear call, values can overlap the other calls;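 further: yeast W303a lacking pdr1 and pdr3 grown in galactose medium; growth measured after three days at 30 °C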
# PrPC TRFRET = inhibitors of human cell surface prion protein PrPC, primary screen, cell-based, TR-FRET; Major prion protein (Homo sapiens), P04156; TR-FRET read-out; inhibition, % at 13.8 µM; 370,000 tested, 0.43% active; AID 720596, 2013; in the data active means inhibition above about 24%; further: 0% = median of the test wells and 100% = reference compound wells
# TcdB inh = TcdB glycohydrolase inhibitors, primary screen, biochemical, single point, plate reader; Toxin B (Clostridioides difficile), P18177; TcdB glycohydrolase enzymatic assay; inhibition, % at 9.99 µM; 350,000 tested, 0.24% active; AID 652162, 2013; in the data active means inhibition above about 10%
# CCHFV vOTU inh = CCHFV vOTU protease inhibitors, primary screen, biochemical, Pep-AMC substrate, fluorescence | 370,000 tested, 0.55% active | Crimean-Congo hemorrhagic fever virus L polyprotein viral ovarian tumor (vOTU) protease … | AID 651958, 2012 | inhibition, % at 11.5 µM; in the data active means inhibition above about 30%; further: 0% = vehicle wells with enzyme and 100% = no enzyme wells
# FadD28 FP inh = inhibitors of FadD28 bisubstrate probe binding, primary screen, biochemical, fluorescence polarization, single point; AID 588549, 2011; inhibition, % at 12.5 µM; 360,000 tested, 0.22% active; in the data active means inhibition above about 8.5%, passing the limit was not always enough; inconclusive means no clear call, values can overlap the other calls
# * = called active by the depositor; ? = inconclusive; / = no result given. Unless noted, no stated cut-off is given here; in the data, active means inhibition above about 30%; inconclusive means no clear call, values can overlap the other calls; inactive means below that.
SMILES,BoNT A protease,Anthrax LF prot,Yp Topo-I inh,BoNT-F LC inh,PfHsp40 rescue,PrPC TRFRET,TcdB inh,CCHFV vOTU inh,FadD28 FP inh
Cc1ccc(NC(=S)NC(=O)c2cncc(Br)c2)cc1Cl,-1.2,?,-2,21,/,-1,1.5,-3,-3.0
COc1c(C)cc(C(=O)C2CCCN(C(=O)c3ccoc3)C2)cc1C (configuration not stated),0.2,-3,4,-4,-1.1,1,-0.8,-15,-3.1
Cc1cccc(OCC(=O)Nc2nnc(-c3ccco3)s2)c1,-0.9,1,-5,-1,0.2,2,0.5,5,-0.5
CN(C(=O)c1cc2c(=O)n3ccccc3nc2s1)C1CCCCC1,2.1,-1,17,8,0.1,-26,-1.9,-155,0.2
CCOc1ccc(C2SCC(=O)Nc3c2c(C)nn3C2CCOC(C)(C)C2)cc1 (configuration not stated),-0.6,-20,-4,-6,-1.1,1,/,4,-1.7
CCn1cc(/C=C(\NC(=O)c2ccccc2F)C(=O)NCCN2CCOCC2)c2ccccc21,1.0,-1,0,5,-0.1,-13,1.5,13,-3.2
Cc1ccc(C(O)c2nccn2C)o1 (configuration not stated),0.4,0,-1,-3,-0.6,2,/,8,-0.6
Nc1o[nH]c(=O)c1Cc1ccccc1,-0.1,-2,1,-22,-0.5,-4,-0.4,-12,-2.0
CC[C@@]1(C(=O)OC)N[C@H](CN(C)S(=O)(=O)c2ccc(OC(F)(F)F)cc2)[C@@H]2C(=O)N(C)C(=O)[C@@H]21,-0.1,-1,-9,5,-0.7,-1,0.0,1,1.0
O=C(CNc1ccc(Br)cc1)NNC1=NCCC1,-0.7,-3,2,-7,-0.6,-4,/,-8,-1.6
COc1ccc(NC(=O)C2(C)CCN2Cc2ccccc2Cl)cc1OC (configuration not stated),0.0,-12,23,-6,/,2,0.3,8,-2.1
Cc1cc2nc(-c3ccco3)c(CC(C)(C)C)n2c(C)c1Br,0.6,-4,/,-4,/,18,-0.6,2,-4.4
COc1ccccc1NC(=O)C(C)OC(=O)Cc1n[nH]c(=O)c2ccccc12 (configuration not stated),4.7,-4,-2,10,-0.9,-3,0.4,-2,-0.3
Cc1cccc(C(=O)O[C@H]2[C@H](Cc3ccccc3)NS(=O)(=O)[C@H]3CC4C=C[C@]23O4)c1,-0.6,-13,-1,2,0.9,3,0.9,-5,-0.8
CCOC(=O)c1ccccc1NC(=O)c1ccccc1NS(C)(=O)=O,-0.1,-2,-6,?,0.4,0,/,12,-3.7
CC1CCC2(CC1)NC(=O)N(Cc1nc(-c3ccccc3)no1)C2=O (configuration not stated),-3.3,0,3,-42,-1.0,-3,1.1,11,-0.5
Oc1ccc(Br)cc1-c1ccnn1-c1ccccc1,3.7,-4,1,?,-0.5,-7,2.4,-5,-3.4
COc1ccc(C(=O)OCC(=O)Nc2cccc(C(C)=O)c2)c(OC)c1OC,3.3,12,1,-10,0.1,-1,1.6,12,-3.0
O=C(c1ccc(CNc2c(NC3CCCCC3)c(=O)c2=O)cc1)N1CCc2ccccc21,-0.1,9,4,-8,0.2,0,0.5,0,-1.8
CC(=O)N1CCc2cc(S(=O)(=O)NCCN3CCC(C)CC3)ccc21,-2.7,0,5,?,-0.6,-3,/,-3,-1.2
COC(=O)Cn1c(C(=O)N(C)C)cc2c1C[C@H]1CN(C(=O)c3ccccc3)[C@@](Cc3ccc(F)cc3)(C(=O)OC)[C@@H]21,0.2,-6,/,4,/,-5,0.5,3,/
CC(CNc1ccc(Cl)cc1)(CNc1ccc(Cl)cc1)[N+](=O)[O-],-0.9,-1,-3,-9,2.2,2,0.7,-4,0.3
CCOC(=O)CC(=O)Nc1nc2ccccc2s1,0.3,2,-1,-15,-0.6,-2,/,9,-1.5
COC(=O)C1=C(C)N(c2ccc(OC)c(OC)c2)C(=O)/C1=C\c1cccs1,1.5,0,-14,6,-0.8,-8,0.7,-4,-0.6
Cc1ccc2c(CN3CCN(S(=O)(=O)c4ccc5c(c4)OCCO5)CC3)cc(=O)oc2c1C,-0.8,-1,2,-26,2.3,-5,/,1,-1.5
# Remaining list, next part:
SMILES,BoNT A protease,Anthrax LF prot,Yp Topo-I inh,BoNT-F LC inh,PfHsp40 rescue,PrPC TRFRET,TcdB inh,CCHFV vOTU inh,FadD28 FP inh
O=C(CC1S/C(=N/N=C/c2cccs2)NC1=O)Nc1ccc(Cl)cc1 (configuration not stated),-0.5,3,30,-3,-0.3,2,1.3,4,-3.1
CC(C)(C)c1ccc(C(=O)NNC(=O)c2cccc(-n3cnnn3)c2)cc1,0.2,-3,-6,-11,-0.7,11,1.4,-7,-2.3
Cc1nc(SCC(=O)Nc2c(C)n(C)n(-c3ccccc3)c2=O)nc(C)c1C,-0.4,3,5,4,-0.9,2,/,-1,1.4
CCCCn1nc2cc(C(=O)NCCc3ccc(C)cc3)ccc2c1OCC,-0.3,-4,20,2,1.7,3,1.0,-13,-2.0
Cc1ccc(-c2cc(C(=O)N3CCCC3)no2)cc1,-0.3,-8,7,-8,-0.9,5,/,-8,1.9
CCN(C[C@H]1N[C@@](CC)(C(=O)OC)[C@H]2C(=O)N(Cc3ccccc3)C(=O)[C@@H]12)C(=O)c1ccc(F)cc1,-0.1,-1,23,-5,0.7,-5,2.7,7,-2.4
C=C(C)c1cccc(C(C)(C)NC(=O)N2CCN(C/C=C/c3ccccc3)CC2)c1,-0.1,-2,-5,-4,0.3,-4,/,8,-3.6
CN(C)CCNc1cnn(-c2ccccc2)c(=O)c1Cl,-1.6,-3,-2,-6,-0.1,5,-0.1,-4,1.1
O=C(Nc1ncccn1)C1=C(O)c2ccccc2S(=O)(=O)N1Cc1ccccc1,-0.6,7,2,-14,-0.1,0,4.7,0,-1.8
Cn1c(-n2c(CCCN3C(=O)c4ccccc4C3=O)nc3ccccc3c2=O)nc2ccccc21,0.0,-1,-2,-5,0.0,2,/,8,-2.0
CC(C)CNC(=O)C1(N2C(=O)c3ccccc3C2=O)CCCC1,-0.1,0,7,-10,0.5,/,/,/,-1.3
Cc1ccc(OCCN2C(=O)NC3(CCc4ccccc4C3)C2=O)cc1 (configuration not stated),-0.1,-1,27,0,2.5,-2,0.1,14,-1.1
OC(COCC1COc2ccccc2O1)CN1CCc2ccccc2C1 (configuration not stated),0.9,3,9,-5,1.0,-8,/,-5,-0.6
Cc1cc(-n2c(C)cc(C(=O)CN3C(=O)C(=O)N(C)C3=O)c2C)no1,3.1,-2,0,3,-1.1,-5,0.7,3,-1.7
O=C1Cc2ccccc2C(=O)N1CCc1ccccc1,-1.3,-6,8,-11,-1.0,2,0.7,100*,-2.1
Cc1[nH]n(C)c(=O)c1C(=O)c1c(-c2ccccc2Cl)noc1C,-0.8,-4,1,-14,1.2,-2,-0.4,-5,-4.7
CCOC(=O)C(CC)Sc1ccc2nnc(CCNS(=O)(=O)c3ccccc3)n2n1 (configuration not stated),-0.3,-6,14,-7,-0.3,4,-0.3,-9,-1.9
CCN(CC(=O)NCc1cccs1)C(=O)/C=C/c1ccc(F)cc1,-0.4,-1,2,1,/,-1,1.0,-2,-2.4
COCCCn1c(C(=O)NC2CCCCC2)cc2c(=O)n3cccc(C)c3nc21,0.7,-3,10,-3,/,6,1.3,-5,-0.7
COc1ccc(C(=O)Nc2ccc(NC(C)=O)cc2)cc1S(=O)(=O)N1CCCC1,1.6,8,10,13,0.1,-2,1.1,-3,1.2
Cc1cccc(OCCOCCSc2ncccn2)c1,-0.2,0,6,-2,-0.8,-3,/,0,-0.4
O=S(=O)(NCc1cccs1)c1ccccc1Cl,0.7,-4,-4,3,1.2,1,-2.6,-9,-3.7
COc1ccc(S(=O)(=O)N2CCC(C(=O)N3CCN(C)CC3)CC2)cc1OC,-1.4,-7,9,-12,-0.6,1,-0.4,-1,-2.0
O=C(Nc1nc2ccccc2[nH]1)c1ccccc1F,0.0,-3,-8,-8,-0.5,8,/,-22,-4.1
CCC(CC)C(=O)NCc1cccnc1,-0.7,2,3,-1,-2.4,-3,2.1,3,-0.8
# Following part:
SMILES,BoNT A protease,Anthrax LF prot,Yp Topo-I inh,BoNT-F LC inh,PfHsp40 rescue,PrPC TRFRET,TcdB inh,CCHFV vOTU inh,FadD28 FP inh
CCC(CC)C(=O)NCCNC(=O)C(CC)CC,0.9,2,4,5,-1.9,1,/,15,-3.9
CCOc1cc(/C=C(\C#N)C(N)=O)ccc1OS(=O)(=O)c1ccccc1,-1.0,3,-8,0,0.1,-4,/,-9,-0.9
O=C(/C=C/c1ccco1)Nc1ccc2nn(-c3ccccc3)nc2c1,-0.4,-1,-3,-8,-0.3,15,1.6,6,-1.5
C[C@H](OC(=O)c1[nH]cnc1C(=O)N1CCN(C(=O)OC(C)(C)C)CC1)c1ccccc1,-1.2,-4,0,-5,-1.2,1,0.4,-6,-0.4
CCCc1nnc(NC(=O)CCC(=O)NCc2ccccc2OC)s1,0.2,-2,1,0,0.5,2,/,4,-0.3
CC1CN(C(=O)c2ccccc2NS(=O)(=O)c2ccc(Cl)cc2)CC(C)O1 (configuration not stated),0.2,-10,-4,1,0.0,2,0.3,-1,-2.2
O=C(CSc1nc(N2CCCCC2)nc(N2CCCCC2)n1)N1CCN(c2ccccc2)CC1,-0.4,-10,-2,-6,0.8,3,/,0,-1.1
CC1CCCCN1CCNC(=O)CC1Oc2ccccc2NC1=O (configuration not stated),-0.5,2,1,-4,5.3,-9,0.5,-1,-1.9
Clc1ccc(-c2nc(/C=N/N3CCOCC3)c3ccccn23)cc1,0.9,-1,-1,-2,-0.5,/,/,/,-1.6
CC1SCCN1S(=O)(=O)c1ccc2ccccc2c1 (configuration not stated),1.5,-3,-2,11,-0.1,7,/,0,0.3
CC1CCCCC12NC(=O)N(CC(=O)N1CCN(S(=O)(=O)c3ccc4c(c3)CCC4)CC1)C2=O (configuration not stated),/,/,22,/,-0.5,-4,2.4,6,1.5
O=C(Cn1ccc(NC(=O)OCc2ccccc2)nc1=O)NCc1nc2ccccc2[nH]1,-0.7,1,6,-5,0.6,-10,0.8,-5,0.8
CCOC(=O)C1CCC(=O)C1 (configuration not stated),-0.2,0,-4,-9,0.8,-8,0.7,8,-5.0
O=C(N/N=C(\c1ccccc1)c1cccnc1)c1cccc(F)c1,0.0,0,8,-10,315*,3,3.2,11,-1.7
O=C(NC1CC1)c1cc2c(s1)CS(=O)(=O)C2,-1.1,1,-2,-4,0.2,-3,-0.1,6,3.0
Cc1cc(C)cc(-n2c(C)c3c(C)nnc(C)c3c2C)c1,4.0,-8,12,-31,-1.5,3,/,-13,-4.4
COc1ccc(S(=O)(=O)N(C)C)cc1NC(=O)CSc1nncs1,0.3,-4,1,-1,-1.5,-3,1.7,7,0.6
Cc1c(C(=O)N2CCCCCC2)c(S(=O)(=O)Nc2ccc(F)cc2)c(C)n1C,5.3,6,7,-1,-0.5,0,-0.3,8,-0.3
O=C(COC(=O)Cc1cccc(C(F)(F)F)c1)NC1CCS(=O)(=O)C1 (configuration not stated),/,/,6,/,-1.5,9,-1.4,7,-0.5
Cc1c(C(=O)NCc2cccnc2)oc2ccc(S(=O)(=O)N3CCCCCC3)cc12,0.1,-9,1,1,-0.1,13,/,-4,2.1

# Given with values under each structure: part of the list above
# Values run as follows: BoNT A protease, Anthrax LF prot, Yp Topo-I inh, BoNT-F LC inh, PfHsp40 rescue, PrPC TRFRET, TcdB inh, CCHFV vOTU inh, FadD28 FP inh
- CCCc1nnc(NC(=O)CCC(=O)NCc2ccccc2OC)s1
 : 0.2, -2, 1, 0, 0.5, 2, /, 4, -0.3
- CCOC(=O)C1CCC(=O)C1 (configuration not stated)
 : -0.2, 0, -4, -9, 0.8, -8, 0.7, 8, -5.0
- COc1ccc(S(=O)(=O)N(C)C)cc1NC(=O)CSc1nncs1
 : 0.3, -4, 1, -1, -1.5, -3, 1.7, 7, 0.6
